Screening results (PubChem)
CendR NRP1 mod: NRP-1/CendR interaction modulation | FAM-RPARPAR peptide binding to NRP-1, fluorescence polarization | inhibition, % at 25 µM | 360,000 tested, 0.85% active;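 active = inhibition or corrected inhibition above about 18%, plus a signal ratio from 0.5 to 1.5, limit read from the data, passing the limit was not always enough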; also: strong numbers were not always called active
DNMT1 block: DNMT1 (human) enzyme inhibition | 360,000 tested, 0.83% active | DNMT1 molecular beacon, Hinp1I cleavage, fluorescence | inhibition (reported as % activation of signal), % at 10 µM | AID 588458; in the data active = inhibition above about 50%
LMPTP inh: LMPTP (human) inhibition. recombinant LMPTP-A, OMFP fluorogenic substrate, fluorescence intensity. P24666. inhibition, % at 20 µM. 360,000 tested, 0.22% active;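 active = compounds that cut the enzyme signal by at least half of the control window in the single-dose screen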;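 also: plate controls were DMSO wells with enzyme plus substrate for no effect and substrate without enzyme for full effect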
Target sequence (P24666 whole entry, looked up): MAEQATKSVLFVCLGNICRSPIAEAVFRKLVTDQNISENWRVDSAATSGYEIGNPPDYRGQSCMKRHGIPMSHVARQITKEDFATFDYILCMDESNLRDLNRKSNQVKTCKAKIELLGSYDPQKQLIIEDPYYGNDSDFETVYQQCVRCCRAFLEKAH
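material = LMPTP-A | quantity = 0.625 nM enzyme | reagent = OMFP substrate, 400 µM final | buffer or medium = Bis-Tris pH 6.0, DTT, detergent | detection = endpoint fluorescence intensity from OMFP dephosphorylation | dosing = single 20 µM dose | read-out basis = % inhibition relative to no-enzyme and uninhibited control wells | control set = no-enzyme and uninhibited controls | timing = 50 min at room temperature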
MsrA inhibitor: bovine MsrA inhibition; AID 651718; inhibition, % at 15.5 µM; purified bovine MsrA, absorbance read-out; 360,000 tested, 0.75% active; in the data active = inhibition above about 4.5%;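 also: 0% = vehicle wells with enzyme and 100% = reference inhibitor wells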
TbMetRS inhib: blocks T. brucei methionyl-tRNA synthetase activity. purified T. brucei MetRS, ATP depletion, Kinase-Glo luminescence. inhibition, % at 11.9 µM. 360,000 tested, 0.4% active. AID 624268;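 active = inhibition above a per-plate cutoff of the control wells' mean inhibition plus 3 SD, cut at about 5.5% in these data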;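 also: 0% = DMSO wells median and 100% = median of wells with control inhibitor compound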
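System: purified T. brucei MetRS enzyme / Detection: Kinase-Glo luciferase luminescence reporting remaining unconsumed ATP / Medium: HEPES buffer with MgCl2, KCl, DTT, spermine, BSA, pyrophosphatase / Replication: singlicate, one well per compound / Evaluation: percent inhibition relative to median high and low control wells / Schedule: 2 h aminoacylation at 25 °C after 15 min preincubation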
SUMO1-SIM PPI: alters human SUMO1 binding to SIM partners. SUMO1 binding to a labelled peptide, TR-FRET, 1 h. 360,000 tested, 0.33% active. P63165. inhibition, % at 20 µM; in the data active = inhibition above about 37%
Target sequence (P63165 whole entry, looked up): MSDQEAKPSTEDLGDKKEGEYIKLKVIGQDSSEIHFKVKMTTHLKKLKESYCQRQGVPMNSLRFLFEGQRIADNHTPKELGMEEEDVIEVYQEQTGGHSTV
eLon inh: inhibits E. coli Lon protease; P0A9M0; purified E. coli Lon protease, fluorescence polarization; inhibition, % at 7.94 µM; 360,000 tested, 0.42% active; AID 602123; in the data active = inhibition above about 13%, passing the limit was not always enough;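 also: 0% = enzyme with probe and DMSO and 100% = no enzyme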
Scp1 inh: blocks human Scp-1 phosphatase activity; AID 493091; Q9GZU7; Recombinant Scp1, phosphopeptide, malachite green phosphate absorbance; 340,000 tested, 0.88% active; inhibition, % at 20 µM;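 active = inhibition above about 50% at 20 µM, limit read from the data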;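 also: plate controls were DMSO wells with enzyme for no effect and wells lacking enzyme for full effect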
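Test system: SCP-1 catalytic domain; Buffer or medium: Acidic Tris acetate buffer with magnesium and detergent; Also added: Phosphorylated 17-residue peptide substrate; Compound: single 20 µM dose, 1% DMSO; Schedule: enzyme reaction 45 min at room temperature, colour 5 min, stabilisation 30 min; Signal: Phosphate-binding colour reagent, absorbance read at 630 nm.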
MsrA act: bovine methionine sulfoxide reductase A activation | purified bovine MsrA, absorbance read-out | activation, % at 10.6 µM | 360,000 tested, 0.3% active | AID 602163; in the data active = activation above about 7.5%;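 also: 0% = vehicle and 100% = reference activator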
STEP inh: blocks human striatal-enriched tyrosine phosphatase | P54829 | recombinant STEP, OMFP fluorogenic substrate, fluorescence | inhibition, % at 20 µM | 360,000 tested, 0.25% active | AID 588621;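 active = inhibition at 20 µM, scaled per plate between control wells, above about 37%, limit read from the data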;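 also: 0% = DMSO with enzyme and substrate and 100% = substrate only without enzyme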
Target sequence (P54829 whole entry, looked up): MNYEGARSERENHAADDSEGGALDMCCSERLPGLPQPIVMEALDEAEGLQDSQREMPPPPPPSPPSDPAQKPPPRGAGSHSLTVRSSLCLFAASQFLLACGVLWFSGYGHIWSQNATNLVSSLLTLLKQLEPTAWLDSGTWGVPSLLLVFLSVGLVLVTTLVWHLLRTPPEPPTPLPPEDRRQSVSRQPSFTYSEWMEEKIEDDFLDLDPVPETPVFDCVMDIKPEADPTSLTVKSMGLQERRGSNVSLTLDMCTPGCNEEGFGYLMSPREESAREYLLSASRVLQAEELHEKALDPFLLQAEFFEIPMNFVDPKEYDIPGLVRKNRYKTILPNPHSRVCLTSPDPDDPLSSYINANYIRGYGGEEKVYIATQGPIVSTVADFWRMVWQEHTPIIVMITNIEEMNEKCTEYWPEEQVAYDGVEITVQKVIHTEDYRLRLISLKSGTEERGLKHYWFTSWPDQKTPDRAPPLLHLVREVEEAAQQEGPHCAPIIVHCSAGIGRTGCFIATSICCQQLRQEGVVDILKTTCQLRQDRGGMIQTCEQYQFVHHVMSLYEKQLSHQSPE
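Measure: Control-normalized % inhibition with plate pattern correction | Test system: STEP phosphatase, cell-free reaction | Medium: pH 6.0 Bis-Tris with DTT and Tween 20 | Technique: Fluorescence, 480/540 nm | Times: Reaction 20 min, ambient temperature | Doses: Single compound dose of 20 µM, 1% DMSO final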
Numbers without * were called inactive; . = not tested or not shown.

nr	SMILES	CendR NRP1 mod	DNMT1 block	LMPTP inh	MsrA inhibitor	TbMetRS inhib
1	CC(OC(=O)CCN=C1NS(=O)(=O)c2ccccc21)C(=O)N(C)c1ccccc1 (centres undefined)	5	-2	-1.6	0.7	-0.3
2	CN(C(=O)COc1cc(C(F)(F)F)nn1C)c1ccccc1	9	1	0.2	-0.2	-0.4
3	O=C(CSc1nnnn1-c1ccccc1)N1CCc2ccccc21	-2	1	0.1	1.0	-0.2
4	CS(=O)(=O)N1N=C(c2ccc3nccnc3c2)CC1c1ccccc1 (centres undefined)	-55	-1	-1.9	-0.1	0.3
5	CC(OC(=O)c1cccc(S(=O)(=O)N(C)C)c1)C(=O)NCC(=O)Nc1ccc(F)c(F)c1F (centres undefined)	10	-1	0.0	-1.0	-0.6
6	Cn1nccc1NC(=O)Nc1ccc(Cl)cc1	4	-1	-1.1	-1.0	-0.1
7	COC(=O)c1cc(-c2ccc(C)cc2)n[nH]1	4	0	0.7	0.7	0.1
8	O=C(CSc1nnc(-c2ccco2)o1)c1ccc(F)c(F)c1	-17	-1	-0.4	0.9	0.0
9	CCCCN1C(=O)c2ccc(C(=O)NCCN3C(=O)S/C(=C\c4cccnc4)C3=O)cc2C1=O	-1	3	-2.2	0.1	-1.2
10	[O-]C1=N/[N+](=C/c2ccccc2Cl)CC1	6	1	-2.4	0.4	0.1
11	COc1ccc([C@@H]2[C@@H]3C(=O)N(C(C)(C)C)C(=O)[C@@H]3[C@]3(Cc4ccccc4)C(=O)N(c4ccc(C(F)(F)F)cc4)C(=O)N23)cc1	4	25	1.3	-0.2	-0.3
12	Cc1cccc(OCCn2nnc3ccccc32)c1C	-2	10	-1.6	-1.3	-0.8
13	O=C(CN1CCN(c2ccccc2F)CC1)c1c[nH]c2ccc(F)cc12	-16	-6	0.1	0.5	11*
14	Cc1ccsc1C(=O)c1sccc1C	-9	2	-1.0	1.9	0.1
15	O=C(NCc1ccncc1)c1ccc(N2CCCC2)c([N+](=O)[O-])c1	3	-3	0.9	0.3	-0.5

nr	SUMO1-SIM PPI	eLon inh	Scp1 inh	MsrA act	STEP inh
1	-1	-6	-7	-1	-3
2	-1	3	-5	1	2
3	2	-1	25	-3	-1
4	-8	0	-6	0	2
5	3	-7	3	-10	-3
6	-1	-1	1	-8	-1
7	-2	-5	1	1	-2
8	-2	-5	-5	2	0
9	-19	-8	-1	-7	-6
10	-2	6	-14	1	9
11	-4	-1	-8	1	0
12	5	-5	-3	-10	-1
13	-3	-8	0	-8	-3
14	0	0	-5	1	-4
15	-29	-1	-7	-4	2

Going on with the list:
nr	SMILES	CendR NRP1 mod	DNMT1 block	LMPTP inh	MsrA inhibitor	TbMetRS inhib
16	C=C(Br)Cn1cnc2ccccc21	11	1	0.4	0.4	0.0
17	Cc1ccc(S(=O)(=O)N(C)C)cc1NC(=O)CSc1nc2ccccc2c(=O)n1CC1CCCO1 (centres undefined)	10	2	-0.2	2.0	-0.2
18	O=C(O)C1C2CCC(O2)C1C(=O)NCCC1=CCCCC1 (centres undefined)	2	-2	-0.4	.	0.1
19	O=C(NCc1ccccc1)c1cnsn1	4	1	-1.3	.	-0.9
20	COc1ccc(-c2cc(=O)[nH]c(N3CCN(Cc4ccccc4)CC3)n2)cc1	-3	0	0.7	-0.2	-0.5
21	O=c1[nH]c2cc([N+](=O)[O-])c([N+](=O)[O-])cc2[nH]c1=O	4	-1	-1.7	4.1	0.4
22	c1ccc(Nc2nc(N3CCNCC3)nc(N3CCOCC3)n2)cc1	-4	-1	1.4	0.0	-0.8
23	O=C(COC(=O)C1CCN(/C=C/C(=O)C(F)(F)F)CC1)Nc1ccccc1	-5	-4	1.0	4.8*	0.4
24	N#C/C(=C(/O)c1ccc(Cl)c([N+](=O)[O-])c1)c1nc2ccccc2[nH]1	-9	0	5.5	1.2	0.2
25	CC(C)(Oc1ccc(Br)cc1Cl)C(=O)Nc1ccon1	4	2	1.5	1.0	-0.1
26	Cc1ccc(C2CC(c3cccs3)=NN2C(=O)CSc2nc(=O)n3cc(C)ccc3n2)cc1 (centres undefined)	-6	-3	6.4	0.9	-0.5
27	CCOc1ccc(NC(=O)CN(C)C(=O)c2sccc2-c2ccccc2)cc1OCC	-2	-2	-0.3	0.4	-0.6
28	CC(/C=N/Nc1nnc(C)c(=O)[nH]1)=C\c1ccccc1	24*	2	0.0	3.1	-0.1
29	COc1ccccc1C=CC(=O)C=Cc1ccccc1OC	-2	17	3.4	0.8	-0.5
30	COc1cc2c(cc1OC)CN(c1ccc([N+](=O)[O-])cc1C#N)CC2	-1	-2	0.0	0.8	11*

nr	SUMO1-SIM PPI	eLon inh	Scp1 inh	MsrA act	STEP inh
16	-1	0	-4	-2	-2
17	-4	1	-5	0	-2
18	-1	-4	-7	0	3
19	0	-7	2	-6	-3
20	0	9	-5	-5	2
21	-3	-9	1	-2	4
22	0	4	-2	-10	1
23	2	-4	2	-3	-4
24	-3	-13	2	-6	11
25	2	-5	-7	-2	-2
26	-116	-1	-1	1	4
27	1	8	2	-9	-3
28	-25	-1	-5	-2	-1
29	-10	-1	-3	-10	-1
30	-18	9	-5	-3	2

Given with one line to a screen: part of the list above
26. Cc1ccc(C2CC(c3cccs3)=NN2C(=O)CSc2nc(=O)n3cc(C)ccc3n2)cc1 (centres undefined)
15. O=C(NCc1ccncc1)c1ccc(N2CCCC2)c([N+](=O)[O-])c1
18. O=C(O)C1C2CCC(O2)C1C(=O)NCCC1=CCCCC1 (centres undefined)

compound no.,26,15,18
CendR NRP1 mod,-6,3,2
DNMT1 block,-3,-3,-2
LMPTP inh,6.4,0.9,-0.4
MsrA inhibitor,0.9,0.3,.
TbMetRS inhib,-0.5,-0.5,0.1
SUMO1-SIM PPI,-116,-29,-1
eLon inh,-1,-1,-4
Scp1 inh,-1,-7,-7
MsrA act,1,-4,0
STEP inh,4,2,3

Further results follow.
nr	SMILES	CendR NRP1 mod	DNMT1 block	LMPTP inh	MsrA inhibitor	TbMetRS inhib
31	Cc1ccc(-c2nc(C#N)c(NCCCn3ccnc3)o2)cc1	1	-1	0.4	1.2	-1.0
32	O=C(CCc1c[nH]c2ccccc12)NC(Cc1ccccc1)C(=O)O (centres undefined)	0	2	-1.8	0.1	-0.2
33	CCOC(=O)C1CCN(C(=O)c2ccc(NS(=O)(=O)c3ccc4[nH]c(=O)[nH]c4c3)cc2)CC1	6	0	-1.0	-0.1	-0.5
34	C[C@@H]1CN([C@@H](C)CO)C(=O)c2cc(Br)cnc2O[C@H]1CN(C)S(=O)(=O)c1ccccc1	-3	-7	-1.3	-1.2	-0.3
35	O=C(/C=C/c1cccc(C(F)(F)F)c1)OCC(=O)N1CCN(c2ccccc2)CC1	5	2	0.7	-0.5	0.1
36	COc1ccc(C=C2CCC3C(CCCC34OCCO4)C2=O)cc1 (centres undefined)	2	-4	-0.7	1.8	-0.3
37	CCN(Cc1ccccc1)C(=O)Cc1ccc(OC)c(S(=O)(=O)N2CCOCC2)c1	-8	0	-7.6	-0.8	-0.3
38	COc1ccc(N2CCN(C(=O)CN(C)S(=O)(=O)c3cc(C)ccc3OC)CC2)cc1	0	23	-0.6	0.2	-0.1
39	O=C(COC(=O)/C=C/c1cccs1)Nc1cccc(S(=O)(=O)N2CCCC2)c1	20	-6	2.1	0.7	0.2
40	CCc1oc2ccccc2c1C(=O)CCN1CCCCC1	-13	3	-0.6	-0.8	-1.0
41	COC(=O)c1cc(C)[nH]c2c(C)cc3nc4ccccc4c3c12	-1	-12	2.9	0.5	-0.2
42	COc1ccc(/C=N/NC(=O)CSc2nnc(C)n2-c2ccccc2)c(OC)c1OC	0	0	-0.2	0.6	-1.1
43	c1ccc(CCCN2CCN(c3ccccn3)CC2)cc1	12	-3	-1.9	-0.1	2.2

nr	SUMO1-SIM PPI	eLon inh	Scp1 inh	MsrA act	STEP inh
31	-6	-3	6	-10	-1
32	5	-12	-5	-5	2
33	-4	-9	0	-9	1
34	5	-10	.	1	-1
35	-2	2	-5	0	0
36	-21	1	.	-5	1
37	-5	1	-8	0	-1
38	1	1	-2	1	0
39	-9	-1	-4	-3	0
40	-1	-9	57*	-11	1
41	-19	-7	1	-2	-2
42	-3	-6	-11	-1	-4
43	1	-2	-5	-2	1

Reprinted at random: four records from the list, in no set order.
nr	SMILES	CendR NRP1 mod	DNMT1 block	LMPTP inh	MsrA inhibitor	TbMetRS inhib
32	O=C(CCc1c[nH]c2ccccc12)NC(Cc1ccccc1)C(=O)O (centres undefined)	0	2	-1.8	0.1	-0.2
36	COc1ccc(C=C2CCC3C(CCCC34OCCO4)C2=O)cc1 (centres undefined)	2	-4	-0.7	1.8	-0.3
38	COc1ccc(N2CCN(C(=O)CN(C)S(=O)(=O)c3cc(C)ccc3OC)CC2)cc1	0	23	-0.6	0.2	-0.1
31	Cc1ccc(-c2nc(C#N)c(NCCCn3ccnc3)o2)cc1	1	-1	0.4	1.2	-1.0

nr	SUMO1-SIM PPI	eLon inh	Scp1 inh	MsrA act	STEP inh
32	5	-12	-5	-5	2
36	-21	1	.	-5	1
38	1	1	-2	1	0
31	-6	-3	6	-10	-1
